# Rad51 HR inh – Rad51 (human) homologous recombination inhibition | Q06609 | hRad51 DNA strand exchange, fluorescence dequenching | inhibition, % at 10 µM | 200,000 compounds, 0.085% hits | AID 1385;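 active = inhibition above 40% at the single screening dose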;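 also: 0% = DMSO control wells and 100% = blanks with heterologous ssDNA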
# Target sequence (Q06609 whole entry, looked up): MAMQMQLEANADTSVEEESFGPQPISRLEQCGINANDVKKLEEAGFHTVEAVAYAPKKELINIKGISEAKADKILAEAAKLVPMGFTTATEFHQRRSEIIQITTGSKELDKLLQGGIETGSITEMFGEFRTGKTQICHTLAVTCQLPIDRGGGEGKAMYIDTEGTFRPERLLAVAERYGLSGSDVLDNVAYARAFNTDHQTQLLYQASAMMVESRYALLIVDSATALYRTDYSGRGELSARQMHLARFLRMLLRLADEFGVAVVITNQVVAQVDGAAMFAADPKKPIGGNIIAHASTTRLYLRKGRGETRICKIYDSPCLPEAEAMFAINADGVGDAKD
#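 System: human Rad51 nucleoprotein filaments preassembled on unlabelled ssDNA. Reagent: labelled 47-mer dsDNA for strand exchange. Schedule: 30-min compound preincubation and 15-min exchange, both room temperature. Measured by: FRET fluorescence dequenching, excitation 485 nm, emission 520 nm. Read-out: Fluorescence-based percent inhibition, control- and blank-normalised. Benchmarks: plate controls and plate blanks.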
# FXIa inh – blocks human coagulation factor XIa protease activity; P03951; purified FXIa, Boc-Glu-Ala-Arg-AMC fluorogenic substrate; inhibition, % at 5 µM; 220,000 compounds, 0.14% hits; AID 798;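 active = inhibition of at least 40%; inactive = inhibition below 40%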;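 also: fluorescence of freed AMC excited at 355 nm; 0% = enzyme without compound and 100% = no enzyme blank; many of its hits are not listed in these tables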
# Target sequence (P03951 19-387 limits assumed): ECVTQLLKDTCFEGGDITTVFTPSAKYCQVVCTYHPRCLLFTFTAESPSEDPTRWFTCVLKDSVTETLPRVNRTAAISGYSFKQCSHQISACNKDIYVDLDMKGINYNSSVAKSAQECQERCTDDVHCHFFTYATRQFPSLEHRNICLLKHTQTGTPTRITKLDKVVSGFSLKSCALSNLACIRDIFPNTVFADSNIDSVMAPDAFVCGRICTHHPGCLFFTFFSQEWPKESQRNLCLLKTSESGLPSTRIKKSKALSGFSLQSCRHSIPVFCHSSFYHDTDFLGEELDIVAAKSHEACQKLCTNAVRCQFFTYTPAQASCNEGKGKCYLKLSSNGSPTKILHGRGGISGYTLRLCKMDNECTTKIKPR
# Target sequence (P03951 388-625 limits assumed): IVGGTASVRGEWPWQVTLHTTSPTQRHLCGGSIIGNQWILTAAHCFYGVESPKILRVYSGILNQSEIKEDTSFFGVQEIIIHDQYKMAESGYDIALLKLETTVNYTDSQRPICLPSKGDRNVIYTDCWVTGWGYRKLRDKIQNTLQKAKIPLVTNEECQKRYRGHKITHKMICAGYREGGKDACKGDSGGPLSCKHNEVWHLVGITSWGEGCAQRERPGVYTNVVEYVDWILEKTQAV
# TNF necrop inh – inhibitors of TNF-alpha induced necroptosis in Jurkat FADD-/- cells | Jurkat FADD-/- TNF necroptosis rescue, ATP luminescence, 24 h; 0 = TNF only, 100 = no-TNF cells | activation (protection from cell death), % at 10 µM | 220,000 compounds, 0.068% hits | AID 463075;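 active = activation, meaning protection from cell death, of at least 50% relative to plate controls; inactive = activation below 50%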;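 also: necroptosis triggered by 40 ng/mL TNF-alpha added together with compound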
# Hck-Nef inh – human Hck-Nef kinase inhibition; P08631; Recombinant Hck-YEEI plus Nef, Z-Lyte FRET kinase assay; inhibition, % at 20 µM; 220,000 compounds, 0.68% hits; AID 463187;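 active = Hck-Nef kinase inhibition above about 50%, limit read from the data; inactive = inhibition below that limit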;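 also: 0% = DMSO with Hck plus Nef and 100% = Hck alone without Nef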
# KLK5 inh – blocks human kallikrein 5 protease activity. Q9Y337. recombinant hK5, fluorogenic AMC substrate cleavage. inhibition, % at 5 µM. 210,000 compounds, 0.59% hits. AID 873;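 active = inhibition of 40% or more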;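 also: 0% = enzyme controls without compound and 100% = no-enzyme blanks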
# Thrombin inh – inhibitors of human thrombin; alpha-thrombin, Boc-VPR-AMC fluorogenic substrate cleavage; AID 1046; 220,000 compounds, 0.26% hits; inhibition, % at 5 µM;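 active = inhibition at or above 40%; inactive = inhibition below 40%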;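 also: 0% = enzyme with no compound and 100% = wells without enzyme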
#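 Material: human alpha-thrombin enzyme / Medium: pH 7.5 Tris (50 mM) with NaCl 150 mM, Tween 20 0.05% / Compound: single-point dosing at 5 µM, 0.2% DMSO / Incubation: enzyme reaction carried out at room temperature / Detection: AMC fluorescence, 355/460 nm / Read-out basis: percent inhibition scaled between no-compound controls and no-enzyme blanks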
# Cl transport mod – modulators of human KCC2 chloride dependent transport; KCC2 cells, thallium flux FluoZin-2 fluorescence; B-score of Tl+ flux slope (higher = more flux/activation; lower = inhibition) at 10 µM; 190,000 compounds, 2.2% hits; AID 1456;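 active = thallium flux slope and its plate-corrected score both differing from the plate sample mean at a set confidence after two filtering rounds, in either direction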;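 also: slope of fluorescence scaled to starting intensity during 10 to 20 s after thallium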
# L929 necroptosis – blocks zVAD induced death of L929 cells; L929 zVAD necroptosis rescue, ATP luminescence, 24 h; with zVAD 60 µM; 220,000 compounds, 0.38% hits; viability rescue, % at 10 µM;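 active = activation, scaled between plate controls, above about 75%, limit read from the data; inactive = activation under that limit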;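 also: 0% = zVAD with DMSO and 100% = DMSO alone without zVAD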
# FXIIa inh 1536 – inhibitors of human coagulation factor XIIa | P00748 | purified FXIIa, Boc-QGR-AMC fluorogenic substrate, 2 h | inhibition, % at 5 µM | 220,000 compounds, 0.3% hits; in the data active = inhibition above about 40%;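 also: 0% = enzyme with no compound and 100% = blank without enzyme; many of its hits are not listed in these tables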
# Starred values were filed as active, the others as inactive; . = no result given. Some of the compounds tested; the hit share may differ from the screen's.
nr	mol	Rad51 HR inh	FXIa inh	TNF necrop inh	Hck-Nef inh	KLK5 inh
1	CCOc1cc(-c2nc(-c3ccc(C)nc3OCC)no2)cc(OCC)c1OCC	-5	-7	-1.8	4	-3
2	COc1cc2c(c(OC)c1)C(c1cccc(OC)c1OC)CC(=O)N2 (stereo not drawn)	-2	1	-2.2	12	-6
3	O=C(c1cc(-c2cccc(O)c2)on1)N1CCOCC1	4	-6	2.2	-5	3
4	C=CCn1c(O)c(N=NC(=O)CNC(=O)c2cccs2)c2ccccc21	-1	0	0.7	8	-17
5	Cc1cccc(-n2ccnc2SCC(=O)Nc2nccs2)c1C	-5	-1	-1.9	-1	2
6	COC(=O)CCCC1=CC2=C(c3ccccc3)C(=O)C(C)(OC(=O)C3CCCC3)C(=O)C2=CN1CCc1c[nH]c2ccccc12 (stereo not drawn)	-5	0	0.5	18	2
7	COc1ccc(CN(Cc2ccccn2)C(=O)CN2C(=O)COc3ccccc32)cc1	2	7	-3.3	-1	-9
8	Cc1ccc(C(=O)NCC(=O)OCC(=O)Nc2ccccc2[N+](=O)[O-])cc1	9	-21	-0.1	1	-17

nr	Thrombin inh	Cl transport mod	L929 necroptosis	FXIIa inh 1536
1	-9	-0.11	0.7	-3
2	-4	0.093	0.7	10
3	-7	1.5	9.0	-1
4	-9	-1.4	0.6	7
5	-5	-0.17	0.1	9
6	-6	0.22	-0.6	4
7	3	-2.8*	0.1	14
8	-7	-2	-0.3	7

# (continued)
nr	mol	Rad51 HR inh	FXIa inh	TNF necrop inh	Hck-Nef inh	KLK5 inh
9	Cc1nnc(SC(C)C(=O)N2CCc3ccccc32)s1 (stereo not drawn)	-2	1	-1.5	-18	-7
10	Cc1cc(C)cc(-n2nnc(C(=O)NCc3ccccc3Cl)c2N)c1	2	21	2.5	1	-6
11	COc1ccc(CNC(=O)CCSCc2cccc(Cl)c2)c(OC)c1	2	-3	0.4	2	-3
12	Cc1ccccc1OCC(=O)OCC(=O)NCc1cccs1	21	-8	0.6	-1	-6
13	Cc1cc(C(=O)N/N=C/c2cccc(Cl)c2Cl)no1	1	4	-1.8	0	-5
14	COC(=O)c1ccccc1NC(=O)CNC(=O)c1ccc(OC)cc1	6	0	0.7	25	13
15	COCCN1C=C2C(=O)C(C)(OC(=O)CCC(=O)OC)C(=O)C=C2C=C1C1CC1 (stereo not drawn)	-11	3	-0.2	24	2
16	Cc1cc(C=O)c(C)n1-c1ccc(NC2CCCCC2)c([N+](=O)[O-])c1	.	-2	-15	1	7

nr	Thrombin inh	Cl transport mod	L929 necroptosis	FXIIa inh 1536
9	2	.	1.0	8
10	-5	-0.004	-0.1	36
11	-1	-1.9	1.1	7
12	-5	.	-0.7	5
13	-2	-0.6	-0.5	14
14	-5	-0.44	-0.4	13
15	-1	0.16	0.5	8
16	-1	0.21	0.1	13

# 3 compounds from above, reduced to TNF necrop inh.
entry | Compound | TNF necrop inh
11 | COc1ccc(CNC(=O)CCSCc2cccc(Cl)c2)c(OC)c1 | 0.4
12 | Cc1ccccc1OCC(=O)OCC(=O)NCc1cccs1 | 0.6
13 | Cc1cc(C(=O)N/N=C/c2cccc(Cl)c2Cl)no1 | -1.8

# Returning to the listing, starting 2 compounds before the break.
nr	mol	Rad51 HR inh	FXIa inh	TNF necrop inh	Hck-Nef inh	KLK5 inh
15	COCCN1C=C2C(=O)C(C)(OC(=O)CCC(=O)OC)C(=O)C=C2C=C1C1CC1 (stereo not drawn)	-11	3	-0.2	24	2
16	Cc1cc(C=O)c(C)n1-c1ccc(NC2CCCCC2)c([N+](=O)[O-])c1	.	-2	-15	1	7
17	Cc1cc(C(=O)Cn2ncc(Cl)c(Cl)c2=O)c(C)n1CC(F)(F)F	1	18	-15	0	72*
18	N#CC1=C(N)N2C(=C(C#N)C13CCCCC3)SC1CCCCC12O (stereo not drawn)	3	-14	-1.1	0	0
19	CC(C)NC(=O)CSCc1ccccc1Cl	2	-1	-0.9	1	3
20	Cc1cc(-c2nnc(SCC(=O)c3ccc(F)cc3)o2)no1	.	8	12	3	-2
21	Cn1c(CN2CCCCC2)c(C#N)c2ccccc21	0	-8	-2.3	3	10
22	Cc1ccc(Cl)cc1N1CCN(S(=O)(=O)c2ccc3[nH]c(=O)c(=O)[nH]c3c2)CC1	-24	-5	0.3	-5	-11
23	c1csc(-c2nnc(COc3ncnc4sccc34)o2)c1	-6	-3	2.7	8	-4
24	CC1=NN(c2ccccc2)C(=O)C1=C(C)C	12	-5	0.1	-26	-23

nr	Thrombin inh	Cl transport mod	L929 necroptosis	FXIIa inh 1536
15	-1	0.16	0.5	8
16	-1	0.21	0.1	13
17	24	-0.91	46	31
18	-7	0.039	29	-3
19	-3	-0.055	-0.3	4
20	2	-0.22	2.5	12
21	-4	.	1.0	1
22	4	-0.075	0.3	2
23	0	0.9	-0.1	11
24	0	0.48	2.1	9

# (continued)
nr	mol	Rad51 HR inh	FXIa inh	TNF necrop inh	Hck-Nef inh	KLK5 inh
25	O=C(CSc1ccc2c(c1)OCCO2)Nc1ncc(Cl)cc1Cl	0	1	-1.7	-14	-4
26	O=c1ccnc(SCn2nnc3ccccc3c2=O)[nH]1	14	4	-1.2	6	17
27	COc1ccc(CCn2c(C)c(C(C)=O)c3cc(OC(=O)c4ccco4)ccc32)cc1OC	-1	20	-1.1	-1	1
28	COC(=O)CC/C(O)=C1/C(=N)CC(C)(C)CC1=O	4	0	0.6	8	-13
29	O=c1c2c3c(sc2n(CCN2CCCCC2)c(=O)n1Cc1ccco1)CCCCC3	-5	10	2.0	1	44*
30	Cc1ccc(OCCC(=O)Nc2ccc(F)c(Cl)c2)cc1	.	1	0.1	3	-4
31	CCOC(=O)CC1=C(C(=O)OCC)C(c2ccc(C)o2)C(C#N)=C(N)O1 (stereo not drawn)	6	8	-1.3	1	3
32	C=CCn1ccc2c([N+](=O)[O-])cccc2c1=O	.	-5	-1.5	14	-5

nr	Thrombin inh	Cl transport mod	L929 necroptosis	FXIIa inh 1536
25	-4	-0.83	0.3	8
26	2	-0.93	0.5	14
27	0	.	-0.1	25
28	-16	-0.046	0.0	17
29	12	.	0.4	26
30	-1	-1.2	1.8	7
31	2	.	-0.2	19
32	0	0.7	2.2	0

# Carrying on.
nr	mol	Rad51 HR inh	FXIa inh	TNF necrop inh	Hck-Nef inh	KLK5 inh
33	COc1ccccc1C(=O)N1CCN=C1SCc1cccnc1	-12	-3	-2.8	0	-25
34	CN(C(=O)CCc1nc(-c2ccccc2F)no1)c1ccccc1	6	-5	-0.3	-7	-3
35	CCCCc1c(C)nc2c(OC)cccc2c1SCCC(=O)O	5	-2	3.3	5	-11
36	Cc1cc(=O)n2[nH]cc(C(=O)O)c2n1	1	5	-1.0	1	-6
37	CC(C)C1CC(=O)NC(SCC(=O)Nc2ccc(Br)cc2)=C1C#N (stereo not drawn)	2	-11	0.0	0	-13
38	CCO/C=N/c1c(C#N)c(CC#N)nn1-c1ccccc1	-12	4	-0.7	11	3
39	Cc1n[nH]c(=O)n1-c1ccc(C(C)C)cc1	6	6	0.0	25	-6
40	Cc1ccc2cc(CCNC(=O)c3cccs3)c(=O)[nH]c2c1C	.	0	-1.3	-5	-9

nr	Thrombin inh	Cl transport mod	L929 necroptosis	FXIIa inh 1536
33	-12	1.2	0.0	3
34	-7	-0.27	0.4	6
35	1	-0.19	0.7	5
36	-8	-0.12	0.0	17
37	-3	0.0075	18	4
38	2	0.79	-0.6	8
39	3	-1.3	4.0	6
40	-5	-0.77	.	1

# New compounds follow:
nr	mol	Rad51 HR inh	FXIa inh	TNF necrop inh	Hck-Nef inh	KLK5 inh
41	CSc1ccccc1NC(=O)N1CCC(CO)(CC2CCCCO2)CC1 (stereo not drawn)	13	2	-0.3	27	3
42	O=C(NCCC1=CCCCC1)c1cc(-c2ccccn2)nc2ccccc12	-4	2	0.4	60*	-2
43	CN1CCc2c(C#N)c(N3CCCCC3)nc(NCc3ccccc3)c2C1	-2	-11	-2.0	2	-24
44	CCOc1ccc(-n2c(SCc3ccc([N+](=O)[O-])cc3)nnc2-c2ccc(OC)cc2)cc1	1	9	2.2	4	-3
45	Cc1ccccc1OCCCCCn1ccnc1	-7	-4	-4.5	1	3
46	O=C(COC(=O)C1CCN(S(=O)(=O)c2cc([N+](=O)[O-])ccc2Cl)CC1)Nc1ncc(Cl)cc1Cl	-2	22	-1.8	3	-9
47	O=C(Nc1ccc2c(c1)OCCO2)C(c1ccc(F)cc1)N1CCCCC1 (stereo not drawn)	-2	-14	1.0	-2	-19
48	CC(C)(C)c1nnc2sc(SCC(=O)N3CCCc4ccccc43)nn2c1=O	-7	-8	-7.7	2	-11

nr	Thrombin inh	Cl transport mod	L929 necroptosis	FXIIa inh 1536
41	19	0.086	3.8	13
42	.	-0.38	4.3	5
43	-7	.	1.2	10
44	-5	0.087	1.1	4
45	0	-0.47	-0.2	8
46	8	-0.28	-0.1	32
47	-14	0.25	-0.5	-20
48	-16	-0.81	0.6	0

# Next section.
nr	mol	Rad51 HR inh	FXIa inh	TNF necrop inh	Hck-Nef inh	KLK5 inh
49	CC1=C(C#N)C(Nc2ccc(C)cn2)(C(F)(F)F)C(=O)N1 (stereo not drawn)	2	2	0.1	10	-18
50	Clc1ccc(OCCSc2nnnn2C2CCCCC2)cc1	-2	4	1.0	-18	7
51	C=Cn1c(C(=O)O)ccc1-c1ccc(OC)cc1	-4	-5	1.0	22	-3
52	O=C(O)CC1S/C(=N/N=C/C2CC=CCC2)NC1=O (stereo not drawn)	20	2	-0.4	12	2
53	CCCN1CCC(=O)N(CCSc2ccc(NC(C)=O)cc2)CC1	4	4	-1.0	9	4
54	COc1ccc(NC(=O)Cn2nnc(-c3ccc(CN4CCOCC4)cc3)n2)c(OC)c1	-3	-10	0.2	-1	-2
55	O=C(Cc1ccccc1)NNC(=O)c1ccc(NC(=O)c2ccccc2)cc1	-15	-6	1.1	14	0
56	CCc1nnc(N/N=C/c2ccccc2F)n1N	-7	-1	-0.5	19	2

nr	Thrombin inh	Cl transport mod	L929 necroptosis	FXIIa inh 1536
49	0	0.0056	-0.4	11
50	3	-0.34	0.2	17
51	-13	-0.69	2.2	5
52	4	1	0.0	11
53	5	0.8	-1.5	13
54	-2	-0.02	-0.2	15
55	-8	0.67	62	3
56	-7	-0.39	1.7	11

# (more compounds)
nr	mol	Rad51 HR inh	FXIa inh	TNF necrop inh	Hck-Nef inh	KLK5 inh
57	CCOCCCNC(=S)N1CCC(NC(=O)C2CCCCC2)CC1	6	-2	1.0	4	-13
58	CC1Cc2ccccc2N1C(=O)c1ccc2c(c1)nnn2C (stereo not drawn)	7	-1	-2.7	2	2
59	COc1ccc(OC)c(C2CC(=O)C(C)C(c3cc(OC)ccc3OC)N2)c1 (stereo not drawn)	-3	-12	0.9	0	11
60	Cc1oc2nc(SCC(=O)NCc3cccnc3)nc(N)c2c1C	2	-8	0.6	0	-24
61	Cc1ccc(N(CC(=O)NCCc2ccc(F)cc2)S(=O)(=O)c2ccc(Cl)c([N+](=O)[O-])c2)c(C)c1	6	-11	0.2	1	-9

nr	Thrombin inh	Cl transport mod	L929 necroptosis	FXIIa inh 1536
57	3	-0.025	-0.1	3
58	-3	.	-0.1	10
59	5	.	-0.2	15
60	2	.	-0.2	11
61	-15	-0.58	9.3	-6

# From PubChem BioAssay
